Screens from PubChem BioAssay.
CHRM1 agonist: human M1 muscarinic receptor agonists, primary screen, Fluo-8 calcium fluorescence, CHO-K1 cells, HTS; Muscarinic acetylcholine receptor M1 (Homo sapiens), P11229; CHO-K1 hM1, agonist mode; 0% DMSO, 100% acetylcholine EC100; activation, % at 3 µM; 360,000 compounds, 0.33% hits; AID 588814, 2011;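 active = activation above the run's mean compound activation plus 3 SD, cut at about 16% in these data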;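 note: peak over basal fluorescence ratio within a 140 s kinetic read after compound addition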
Target sequence (P11229 whole entry, looked up): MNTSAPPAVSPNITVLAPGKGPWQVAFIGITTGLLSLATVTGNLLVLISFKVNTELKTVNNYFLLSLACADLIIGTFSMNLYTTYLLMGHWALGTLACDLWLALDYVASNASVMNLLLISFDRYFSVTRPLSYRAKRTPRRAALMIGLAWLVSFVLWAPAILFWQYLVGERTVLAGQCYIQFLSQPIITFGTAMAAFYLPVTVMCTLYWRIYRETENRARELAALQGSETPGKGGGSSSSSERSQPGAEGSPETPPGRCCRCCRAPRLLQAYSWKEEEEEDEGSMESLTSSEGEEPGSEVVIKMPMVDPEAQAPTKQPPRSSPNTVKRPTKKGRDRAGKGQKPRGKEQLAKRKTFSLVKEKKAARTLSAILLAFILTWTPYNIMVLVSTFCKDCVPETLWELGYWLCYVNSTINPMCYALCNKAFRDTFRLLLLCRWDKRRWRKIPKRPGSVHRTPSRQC
CHO parental Ca: ATP-evoked calcium signal inhibitors, parental CHO, primary screen, counter-screen for OX1R antagonist project, cell-based, fluorescence, Fluo-8 calcium dye; parental CHO-K1, ATP-induced calcium, Fluo-8 fluorescence; inhibition, % at 5.6 µM; 330,000 compounds, 0.63% hits;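 active = inhibition above that plate's mean sample inhibition plus 3 SD, cut at about 26% in these data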;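 note: 0% = ATP-challenged DMSO wells and 100% = DMSO wells without ATP; some compounds past the cut are filed as inactive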
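Measured by: calcium-sensitive Fluo-8 fluorescence / Test system: CHO parental line / Controls: ATP-challenged DMSO wells low, unchallenged DMSO wells high / Measure: % inhibition / Compound: single nominal dose of 5.6 µM per compound / Replicates: single well per compound, no replicates / Reagent: ATP as calcium-mobilizing challenge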
CHO-K1 Ca ag: counter-screen for M1 agonists: effect in parental CHO-K1 cells; Fluo-8 calcium fluorescence; scaled to maximal ATP response, vehicle zero; activation, % at 3 µM; 360,000 compounds, 0.48% hits; in the data active = activation above about 15%;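 note: untransfected CHO-K1 host cells lacking M1 receptor as counterscreen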
M1 antag: human M1 muscarinic receptor antagonists, primary screen, CHO-K1 cells, Fluo-8 calcium fluorescence, 1536-well | Muscarinic acetylcholine receptor M1 (Homo sapiens), P11229 | CHO-K1 hM1, ACh EC80 antagonist | inhibition, % at 3 µM | 360,000 compounds, 1.3% hits | AID 588852, 2011;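 active = percent inhibition above its own plate's cutoff, namely the mean of that plate's compound wells plus 3 SD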;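 note: peak over basal fluorescence ratio during 140 s after agonist addition; 0% = ACh EC80 plus DMSO and 100% = DMSO alone without agonist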
CHRM1 PAM: human M1 muscarinic receptor positive allosteric modulators, primary screen, CHO-K1 cells, Fluo-8 calcium fluorescence, 1536-well; AID 588819, 2011; CHO-K1 hM1, ACh EC20; 0% = ACh EC20, 100% = maximal ACh; 360,000 compounds, 0.088% hits; activation, % at 3 µM; in the data active = activation above about 19%, passing the limit was not always enough
OXTR potentiate: human OXTR potentiators, primary screen, fluorescence, CHO-OTR cells, Fluo-8 calcium | 320,000 compounds, 0.061% hits | activation, % at 3 µM | Oxytocin receptor (Homo sapiens), P30559 | Fluo-8 calcium fluorescence, potentiator mode; 0% = oxytocin EC15, 100% = EC100;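 active = activation above that plate's cutoff, the mean activation of tested compounds plus 3 SD, cut at about 6.6% in these data, passing the limit was not always enough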;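 note: 100% uses oxytocin at 75 nM as the full agonist control; some results filed as inactive read as strong as hits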
Target sequence (P30559 whole entry, looked up): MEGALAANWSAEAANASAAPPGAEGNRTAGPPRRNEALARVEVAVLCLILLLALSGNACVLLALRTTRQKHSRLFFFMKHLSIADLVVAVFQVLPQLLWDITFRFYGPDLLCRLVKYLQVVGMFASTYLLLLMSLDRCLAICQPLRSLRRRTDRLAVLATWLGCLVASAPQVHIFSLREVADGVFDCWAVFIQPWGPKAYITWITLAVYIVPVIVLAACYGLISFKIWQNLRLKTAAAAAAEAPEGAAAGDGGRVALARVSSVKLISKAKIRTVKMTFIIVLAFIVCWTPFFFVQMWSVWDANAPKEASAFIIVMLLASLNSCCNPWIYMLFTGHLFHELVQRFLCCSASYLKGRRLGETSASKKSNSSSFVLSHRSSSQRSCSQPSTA
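System: human OTR in CHO cells; Also added: sub-maximal oxytocin, roughly EC15; Timing: compound 6 min at room temperature before oxytocin, 100 s read; Technique: Fluo-8 intracellular calcium fluorescence, ex 470-495, em 515-575 nm; Controls: oxytocin EC15 low and EC100 high; Replication: singlicate.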
CHO-K1 Ca antag: M1 antagonist counterscreen hit in parental CHO-K1 cells | ATP-induced calcium, Fluo-8 fluorescence | inhibition, % at 3 µM | 360,000 compounds, 0.6% hits;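 active = inhibition above a per-plate cutoff, the plate's mean sample inhibition plus 3 SD, cut at about 24% in these data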;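 note: 0% = DMSO plus EC80 ATP and 100% = DMSO alone without ATP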
M4 ag: human M4 muscarinic receptor agonists, primary screen, CHO-K1 cells, Fluo-8 calcium fluorescence. Muscarinic acetylcholine receptor M4 (Homo sapiens), P08173. CHO-K1 hM4/Gqi5; vehicle 0%, full acetylcholine response 100%. activation, % at 3 µM. 360,000 compounds, 0.14% hits;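 active = activation above the run mean over all test wells plus 3 SD, cut at about 32% in these data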;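 note: peak over basal fluorescence ratio per well then scaled between controls; 0% = DMSO wells and 100% = acetylcholine at EC100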
M4 antag: human M4 muscarinic receptor antagonists, primary screen, CHO cells, Fluo-8 calcium fluorescence; AID 624125, 2012; CHO-hM4 cells, ACh EC80; 360,000 compounds, 0.73% hits; Muscarinic acetylcholine receptor M4 (Homo sapiens), P08173; inhibition, % at 3 µM;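 active = inhibition above its plate's cutoff, the mean inhibition of sample wells plus 3 SD, cut at about 27% in these data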;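 note: 0% = acetylcholine EC80 with DMSO and 100% = DMSO without agonist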
* = called active by the depositor; . = not tested or not shown.

SMILES	CHRM1 agonist	CHO parental Ca	CHO-K1 Ca ag	M1 antag	CHRM1 PAM	OXTR potentiate	CHO-K1 Ca antag	M4 ag	M4 antag
O=C(NCc1ccccc1Cl)c1cc([N+](=O)[O-])ccc1Cl	-10	-4	-0.7	-7	4	-11	-2	2	-7
CCNC(=O)NC(=O)C(C)OC(=O)C(C)(C)Oc1ccc(Cl)cc1 (stereo not given)	-8	-11	0.1	1	7	-1	-5	0	-9
COc1cc(NC(=O)c2ccc3c(c2)OCO3)ccc1NC(=O)c1cccs1	-5	-17	3.2	-14	7	1	-16	10	-5
CS(=O)(=O)c1ccc(C(=O)OCC(=O)Nc2cccc(S(=O)(=O)N3CCCC3)c2)cc1	-4	-1	2.2	-8	-3	-9	6	1	-2
O=C(NCCc1nc2ccccc2[nH]1)c1cccc(Br)c1	-4	6	0.4	20	-11	-11	-12	1	7
Cc1cccc(N2CCN(C(=O)c3cc4n(n3)C(C(F)(F)F)CC(c3ccco3)N4)CC2)c1C (stereo not given)	-2	-12	0.2	4	1	-7	6	2	1
O=C(NC(=O)c1ccccc1F)Nc1nc(-c2cccs2)cc(C(F)(F)F)n1	-5	-22	-0.2	0	1	-8	14	0	2
COc1ccc2c(c1OC)CCC2=O	-2	-17	0.2	-16	7	-4	-3	0	12
O=C(NC1CCCC1)c1ccc2nc(-c3ccco3)c(-c3ccco3)nc2c1	-2	-7	0.0	-2	1	-6	26*	1	1
CCOC(=O)C1(S(=O)(=O)c2ccccc2)CCN(Cc2ccc(Cl)cc2)CC1	-6	-1	2.5	-6	9	-10	-5	4	-7
CCN(C[C@H]1N[C@@](C)(C(=O)OC)[C@H]2C(=O)N(Cc3ccccc3)C(=O)[C@@H]12)S(=O)(=O)c1ccc(C)cc1	-4	-17	0.5	11	-6	-8	-8	2	-5
O=C(C1=C(O)C(=O)N(CCOCCO)C1c1ccccn1)c1cccs1 (stereo not given)	-1	2	0.9	-16	14	-1	-10	1	4
COc1cc2c(cc1OC)CN(Cc1nc3ccsc3c(=O)[nH]1)CC2	-3	-18	0.2	-24	7	-4	-11	1	-5
C/C(N)=C(/C#N)C(=O)CSc1nnc(-c2ccccc2Br)o1	0	-15	0.8	-2	-8	-13	14	1	-4
COc1ccc(N(CC(=O)N2CCC(C(N)=O)CC2)S(=O)(=O)c2ccccc2)cc1	-1	-2	0.6	-14	9	-7	-7	0	6
CCOc1ccc(NC(=O)c2ccc(NC(=O)CSc3nc4ccccc4c(=O)[nH]3)cc2)cc1	-2	-5	-0.3	9	-1	-4	0	2	-10
O=C1CC(NS(=O)(=O)c2cccs2)CN1c1ccc(F)cc1 (stereo not given)	-4	-14	2.0	-3	4	-1	-7	3	-11
Cn1nc(SCc2ccccc2)c(=O)[nH]c1=O	4	.	0.4	1	-4	.	-2	0	-4
OCCn1c(SCCOc2ccccc2F)nc2ccccc21	-1	-17	3.5	-16	7	-12	-14	5	-1
Cc1cc(NC(=O)CCN2CCCCC2)ccc1Br	-8	-14	1.1	-13	3	-14	-3	3	4

Exported with two lines to a compound: part of the list above.
Results follow in this order: CHRM1 agonist | CHO parental Ca | CHO-K1 Ca ag | M1 antag | CHRM1 PAM | OXTR potentiate | CHO-K1 Ca antag | M4 ag | M4 antag
- COc1ccc(N(CC(=O)N2CCC(C(N)=O)CC2)S(=O)(=O)c2ccccc2)cc1
  -1 | -2 | 0.6 | -14 | 9 | -7 | -7 | 0 | 6
- CCOc1ccc(NC(=O)c2ccc(NC(=O)CSc3nc4ccccc4c(=O)[nH]3)cc2)cc1
  -2 | -5 | -0.3 | 9 | -1 | -4 | 0 | 2 | -10
- O=C1CC(NS(=O)(=O)c2cccs2)CN1c1ccc(F)cc1 (stereo not given)
  -4 | -14 | 2.0 | -3 | 4 | -1 | -7 | 3 | -11
- Cn1nc(SCc2ccccc2)c(=O)[nH]c1=O
  4 | . | 0.4 | 1 | -4 | . | -2 | 0 | -4
- OCCn1c(SCCOc2ccccc2F)nc2ccccc21
  -1 | -17 | 3.5 | -16 | 7 | -12 | -14 | 5 | -1

Of the compounds above, these contain a CF3 group:
SMILES	CHRM1 agonist	CHO parental Ca	CHO-K1 Ca ag	M1 antag	CHRM1 PAM	OXTR potentiate	CHO-K1 Ca antag	M4 ag	M4 antag
Cc1cccc(N2CCN(C(=O)c3cc4n(n3)C(C(F)(F)F)CC(c3ccco3)N4)CC2)c1C (stereo not given)	-2	-12	0.2	4	1	-7	6	2	1
O=C(NC(=O)c1ccccc1F)Nc1nc(-c2cccs2)cc(C(F)(F)F)n1	-5	-22	-0.2	0	1	-8	14	0	2

Next section:
SMILES	CHRM1 agonist	CHO parental Ca	CHO-K1 Ca ag	M1 antag	CHRM1 PAM	OXTR potentiate	CHO-K1 Ca antag	M4 ag	M4 antag
O=C(COC(=O)CNC(=O)c1cccc(OC(F)F)c1)NNC(=O)c1ccccc1	-2	-11	4.1	17	-7	5	-11	17	9
CC(C)(C)OC(=O)[C@H]1[C@H](c2ccc([N+](=O)[O-])cc2)C2(C(=O)c3ccccc3C2=O)C2c3ccccc3C=NN21 (stereo not given in full)	-10	-35	0.7	-1	9	-13	-5	0	3
O=S(=O)(c1cccc(F)c1)N1CCN(Cc2ccc3c(c2)OCO3)CC1	-7	-6	0.1	6	-2	1	16	-1	-5
CC(CNC(=O)CCC(=O)N1CCOc2ccc(Cl)cc21)c1ccccc1 (stereo not given)	-2	-11	4.5	11	-8	-7	19	13	-6
Cc1[nH]c2ccccc2c1C(=O)C(C)OC(=O)c1ccc([N+](=O)[O-])o1 (stereo not given)	-4	4	6.8	6	-5	-23	-9	22	4
COc1ccc(NC(=O)CSc2nc3sc(C)cc3c(=O)n2C)cc1	-2	0	1.5	-9	9	0	-16	3	1
C/C(=N\O)C1(C)N(O)C(C)(C)C(c2ccc(Br)cc2)=[N+]1[O-] (stereo not given)	-3	3	0.8	-9	3	1	5	1	-16
Cc1ccc(Cn2c(SCC(=O)NCC3CCCO3)nc3c(sc4ccccc43)c2=O)cc1 (stereo not given)	-4	-7	1.3	0	7	1	-10	0	-5
Cc1cn([C@H]2C[C@H](O)[C@@H](CCC(=O)NCC(c3ccccc3)c3ccccc3)O2)c(=O)[nH]c1=O	5	.	6.5	-21	7	.	-1	1	4
Cc1ccc(S(=O)(=O)NC(C)C(c2cccs2)N2CCN(C)CC2)cc1 (stereo not given)	-11	-1	0.3	-9	4	-1	-24	2	-12
CCc1cccc(CC)c1N(COC)C(=O)Cn1nnc2ccccc21	-3	-34	-0.2	-2	1	-2	4	0	13
C=CCOc1ccc(/C(CC)=N/O)c(OC)c1	-4	-5	0.6	-5	5	-18	-1	-1	5
COc1cc(OC)cc(-n2nnnc2SCC(=O)Nc2ccc(C(C)=O)cc2)c1	2	-4	0.7	-10	6	8	10	1	-11
Cc1cc(Nc2ccc(O)cc2)n2c(nc3ccccc32)c1C#N	-4	-4	0.3	-2	8	-2	-5	0	-4
Cc1cc(C)nc(NC(=O)c2c(-c3c(Cl)cccc3Cl)noc2C)n1	-1	-10	0.9	-13	12	-5	6	1	-7
Cc1ccc(C(C)C)c(OCC(=O)OCC(=O)NC2CCS(=O)(=O)C2)c1 (stereo not given)	-7	-8	0.2	-23	11	0	-4	1	-11
COc1ccc(Cl)cc1NC(=O)CCCn1c(=O)c2cccn2c2cccnc21	-5	.	0.3	-5	1	.	-14	2	-15
CC(C)C[C@H]1COCCS(=O)(=O)N1Cc1cccc(Cl)c1	-11	-14	0.0	-2	1	-17	-17	0	4
CCOc1ccccc1N1CC(C(=O)N(CC)C2CCS(=O)(=O)C2)CC1=O (stereo not given)	-3	-14	-0.1	-8	2	-8	-19	1	-30
COc1ccc(-c2nn3c(COc4ccccc4)nnc3s2)cc1OC	-6	2	0.3	-7	11	-4	-2	0	-1
CCS(=O)(=O)Nc1ccc(NC(C)=O)cc1	-2	0	1.2	-6	5	-4	-8	1	-2
O=C(NNC(=O)c1ccc(S(=O)(=O)N2CCCC2)cc1)c1ccc(Br)cc1	-6	.	1.8	-10	5	.	-1	3	-5
COc1ccc(C(=O)NCC(=O)OC2CCCCC2=O)cc1 (stereo not given)	-2	-9	0.2	-18	1	-8	-10	2	4
CCCS(=O)(=O)c1c(S(=O)(=O)CCC)c2ccc(C(C)=O)cn2c1C(=O)OC	-9	-13	0.8	-3	14	-3	-9	2	-3
Cc1ccc(NC(=O)c2cc(C)n(-c3ccccc3)c2C)cc1	-8	-24	0.3	-10	4	-2	-11	-1	-4
CCOc1ccc(NC(=O)Cn2nnc(C(=O)NCc3ccccc3OC)c2N)cc1	-3	-18	0.2	-4	8	0	14	3	4
COc1ccc(Br)c(C(=O)NCC2CCCCC2)c1	-8	-13	1.3	-9	9	2	-11	1	6
COC(=O)c1ccccc1NC(=S)NC(=O)COc1ccc(C)cc1	0	-28	2.3	-8	4	-11	-11	1	1
CCC1(CC)Cc2ccccc2-c2nc(NCCCO)[nH]c(=O)c21	-2	-9	0.1	-1	6	-5	1	1	-8
COc1ccccc1C(NC(=O)CC(C)C)c1c(O)ccc2ccccc12 (stereo not given)	-1	-14	1.7	-22	12	-11	-7	1	-3
O=C(c1ccc(S(=O)(=O)c2ccccc2Cl)c([N+](=O)[O-])c1)N1CCCCCC1	-7	0	12	-4	2	-15	10	13	12
COCCCNC(=S)NC1CC2CCCC(C1)N2Cc1cccs1 (stereo not given)	-12	2	0.9	1	-6	-2	-21	0	3
COc1ccc(CNC(=O)C2=CC(c3ccc(OC)cc3)=NS(=O)(=O)N2C)cc1	-1	-7	0.6	-12	3	-3	-9	3	9
